TCR-CD3 inh: human TCR-CD3 binding inhibition. TAMRA-labeled TCR probe fluorescence, biochemical. inhibition, % at 9.4 µM. actives 0.37% (n = 360,000). AID 651800; in the data active = inhibition above about 19%;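 note: recombinant mutant TCR 2C K166C tagged with TAMRA read by polarization; 0% = receptor in buffer alone and 100% = receptor with positive control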
TDP2 inh: blocks human TDP2 phosphodiesterase activity. O95551. recombinant TDP2, T5PNP hydrolysis, p-nitrophenol absorbance 415 nm. inhibition, % at 12.8 µM. actives 0.34% (n = 370,000). AID 720702;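 active = inhibition above the mean of all tested compounds plus 3 SD, set per campaign, cut at about 25% in these data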;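 note: 0% = DMSO with enzyme and 100% = buffer with substrate but no TDP2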
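Read-out basis: percent inhibition. System: recombinant human TDP2. Buffer or medium: Mg2+-containing Tris-HCl buffer, pH 7.5. Repeats: single replicate. Timing: reaction 2 h, 37 °C. Benchmarks: high control without enzyme, low control DMSO plus TDP2. Probe or stimulus: 5 mM T5PNP. Doses: 12.8 µM only. Measured by: epi absorbance of p-nitrophenol freed from T5PNP by hydrolysis.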
NPR2 activator: GC-B (human) receptor activation. P20594. HEK293-GC-B cells, CNP EC30, cGMP TR-FRET; 0% at EC30 CNP, 100% saturating CNP. activation, % at 10 µM. actives 0.11% (n = 370,000). AID 1920062;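 active = activation at 10 µM reaching about 35% in either raw or pattern-adjusted values, limit read from the data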
SIAE primary: human SIAE inhibition, primary screen; actives 0.69% (n = 370,000); inhibition, % at 9.66 µM; SIAE FP-Rh probe binding, fluorescence polarization; Q9HAT2;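 active = inhibition above a cutoff: mean of compounds within the control limits plus 3 SD of those, cut at about 17% in these data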;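 note: 0% = plate median of compound wells and 100% = probe without SIAE protein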
mABHD4 FP: inhibits mouse alpha/beta hydrolase domain 4; Q8VD66; purified mABHD4, FP-Rh probe fluorescence polarization; inhibition, % at 8.92 µM; actives 0.54% (n = 370,000);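 active = inhibition exceeding the mean over every tested compound plus 3 SD, cut at about 30% in these data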;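 note: 0% = plate median of compound wells and 100% = S159A mutant with DMSO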
Target sequence (Q8VD66 whole entry, looked up, the tested form may be a part): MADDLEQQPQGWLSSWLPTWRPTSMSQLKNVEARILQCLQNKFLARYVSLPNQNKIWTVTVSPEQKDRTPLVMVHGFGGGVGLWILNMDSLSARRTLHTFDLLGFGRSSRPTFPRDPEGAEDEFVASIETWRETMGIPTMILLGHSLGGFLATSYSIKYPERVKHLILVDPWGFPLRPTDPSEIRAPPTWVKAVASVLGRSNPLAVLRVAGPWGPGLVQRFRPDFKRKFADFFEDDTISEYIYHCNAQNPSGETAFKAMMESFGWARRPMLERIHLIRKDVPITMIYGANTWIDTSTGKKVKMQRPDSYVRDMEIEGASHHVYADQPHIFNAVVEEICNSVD
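Assay system: Wild-type mouse ABHD4 protein | Medium: HEPES pH 7.0 buffer, 150 mM NaCl, 0.01% Pluronic F-127 | Incubation: Enzyme–compound pre-incubation 45 min, then probe 60 min, both 25 °C | Technique: Fluorescence polarization with parallel and perpendicular emission, 525/598 nm | Evaluation: % inhibition of FP-Rh probe binding versus controls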
HTRA1 inh: HTRA1 (human) protease inhibition. Q92743. recombinant HTRA1, FP-rhodamine activity-based probe, fluorescence polarization. inhibition, % at 5.96 µM. actives 0.5% (n = 340,000). AID 504803; in the data active = inhibition above about 36%;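 note: 0% = enzyme with DMSO and 100% = wells lacking enzyme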
MBD2 inh: MBD2-methylated oligo binding inhibition. TR-FRET, MBD2 binding to methylated oligonucleotide. actives 0.31% (n = 370,000). inhibition, % at 4.4 µM. Q9UBB5. AID 686964; in the data active = inhibition above about 13%
Target sequence (Q9UBB5 whole entry, looked up): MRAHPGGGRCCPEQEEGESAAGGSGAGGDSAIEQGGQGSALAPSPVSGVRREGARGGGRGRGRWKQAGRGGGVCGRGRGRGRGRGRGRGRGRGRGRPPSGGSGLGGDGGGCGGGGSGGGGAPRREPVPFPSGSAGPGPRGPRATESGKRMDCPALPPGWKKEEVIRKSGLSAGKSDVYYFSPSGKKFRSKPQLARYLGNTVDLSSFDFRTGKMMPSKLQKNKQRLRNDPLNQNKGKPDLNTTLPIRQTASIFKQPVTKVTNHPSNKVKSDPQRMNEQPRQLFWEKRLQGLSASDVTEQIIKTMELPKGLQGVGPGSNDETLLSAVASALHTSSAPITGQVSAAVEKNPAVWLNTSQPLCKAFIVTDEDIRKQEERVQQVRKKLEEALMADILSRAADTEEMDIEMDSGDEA
rCAG binder: binds r(CAG) RNA repeats | r(CAG) RNA repeat, TO-PRO-1 dye displacement fluorescence | AID 651821 | actives 1.3% (n = 370,000) | inhibition, % at 3 µM;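 active = inhibition above the plate cutoff, the mean of all test compounds on that plate plus 3 SD, cut at about 35% in these data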;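 note: 0% = DMSO alone and 100% = 100 µM mitoxantrone as full dye displacement; higher means more dye released from RNA so lower well fluorescence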
PRMT1 inh: PRMT1 (human) inhibition, primary screen. Q99873. actives 1.3% (n = 370,000). recombinant PRMT1, activity-based probe fluorescence polarization. inhibition, % at 2.79 µM;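 active = inhibition above about 21% made by adding two undisclosed values, limit read from the data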
LEDGF integ inh: blocks HIV-1 LEDGF/p75-dependent DNA integration | TR-FRET IN-LEDGF/p75 DNA integration, Eu/Cy5 | inhibition, % at 3.7 µM | actives 0.64% (n = 370,000) | AID 743269;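 active = inhibition above the screen-wide mean plus 3 SD, cut at about 13% in these data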;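 note: signal is the Cy5 over europium emission ratio at 671 and 618 nm; 0% = plate median of compound wells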
An asterisk follows results filed as active; . = not tested or not shown.

SMILES | TCR-CD3 inh | TDP2 inh | NPR2 activator | SIAE primary | mABHD4 FP | HTRA1 inh | MBD2 inh | rCAG binder | PRMT1 inh | LEDGF integ inh
O=c1c2cc(Br)ccc2nc(-c2ccc(Cl)cc2)n1O | 4 | -17 | -4 | -1 | -1 | 8 | -4 | 5 | 0 | 0
Cc1ccc(NS(=O)(=O)c2c(C(=O)N3CCOCC3)c(C)n(C)c2C)cc1C | -6 | -3 | -3 | 10 | -5 | -1 | -3 | -3 | 4 | -3
C#CCOCCOCCOCCNc1nc(N2CCN(C(=O)CCCCCCCCCCNC(=O)[C@H](CCCCN)n3cc(CCO)nn3)CC2)nc(N2CCN(C(=O)CCCCCCCCCCNC(=O)[C@H](CCCCN)n3cc(CCCC(=O)O)nn3)CC2)n1 | -4 | 5 | 5 | -1 | 3 | -6 | 6 | 6 | 3 | -2
CCOC(=O)c1sc(NC(=O)CSc2nnc(C(C)C)n2C)nc1C | -6 | 1 | . | 4 | 0 | -5 | -3 | -6 | -2 | 7
COC(=O)CN=Cc1c(C)[nH]n(-c2ccccc2)c1=O | -3 | 7 | -4 | -1 | 1 | -4 | -3 | 2 | -2 | -1
COc1cc(Cl)c(CN2CCCC(CO)(Cc3ccccc3)C2)cc1OC (centres undefined) | 10 | -11 | -3 | -3 | 0 | -7 | -3 | -5 | 2 | -2
Cc1ccc(-c2nn3c(C)nnc3s2)cc1NC(=O)c1cccs1 | 7 | -3 | 4 | -5 | -12 | -13 | 3 | 13 | 2 | 2
CSc1nc2ccccc2n1Cc1cccc(F)c1 | -2 | 11 | 4 | 7 | 4 | -7 | 4 | -5 | -2 | 0
COc1ccc(CN2CCCC(C(=O)Nc3cccc(-n4cccn4)c3)C2)c(F)c1 (centres undefined) | 8 | -7 | 0 | -4 | -1 | -9 | 0 | -5 | -3 | -1
CCCC(=O)NNC(=O)c1c(O)c2ccccc2[nH]c1=O | 34* | 6 | -2 | 1 | 2 | 15 | 5 | 0 | 4 | 4
CCN(CCn1cccn1)Cc1nc(-c2ccc(C(=O)OC)cc2)no1 | 4 | -6 | 0 | 4 | -3 | . | -6 | -7 | -3 | -1
O=C(NCc1ccco1)NCC(F)(F)F | 1 | 0 | 4 | 2 | -3 | 3 | 3 | -2 | 0 | 2
CSc1ccc2c(c1)C(N1CCN(C)CC1)Cc1ccc(F)cc1S2 (centres undefined) | -5 | 3 | -9 | 0 | 14 | . | 0 | -1 | 1 | -1
Cc1ccccc1OCC(=O)OCC(=O)NC1CCCCCC1 | 0 | -1 | 1 | -10 | 5 | 0 | 1 | -8 | 2 | -1
CCc1nc2ccc(C(=O)NCc3cccs3)cn2c1N(CC)CCN(C)C | -1 | 4 | 3 | 6 | -5 | . | 9 | -1 | -2 | 2
CC[C@H](C)[C@H](NC(=O)c1ccccc1)C(=O)NC(CC(=O)O)c1ccc(F)cc1 (some centres undefined) | 6 | -6 | 4 | -4 | 5 | -2 | 1 | 1 | 0 | -1
Cc1ccc(S(=O)(=O)N2CCCOC2CNC(=O)C(=O)NCc2ccco2)cc1 (centres undefined) | 0 | 2 | 2 | -2 | 1 | -1 | -1 | 0 | 0 | -1
O=C(NCc1ccco1)c1cccc2c1C(=O)c1ccc(N3CCCC3)cc1S2(=O)=O | 0 | -6 | 0 | -10 | -26 | -15 | -25 | -30 | 37* | 3
Cc1nn(C)c(C)c1NC(=O)CCSc1nc(-c2ccco2)cc(C(F)(F)F)n1 | 1 | 0 | 3 | 2 | 1 | 2 | -1 | 3 | 6 | 1
COC(=O)c1sc(S(=O)(=O)N2CCCCC2)c(C(=O)OC)c1C | 6 | -6 | -3 | -4 | -1 | -11 | 0 | -6 | -2 | 2
Cc1cccc(OC[C@@H](O)CN2CCC(C(O)(c3ccccc3)c3ccccc3)CC2)c1 | . | -2 | -11 | 0 | 3 | . | -2 | 2 | 6 | -4
C=CCn1c(SCC(=O)Nc2sccc2C(N)=O)nc2ccccc2c1=O | 6 | -5 | -3 | -5 | -4 | -14 | -3 | 8 | -1 | -2
O=C(Nc1ccc(Cl)c(S(=O)(=O)N2CCOCC2)c1)c1ccccc1-c1ccc(C(F)(F)F)cc1 | 4 | 1 | -9 | -42 | -14 | -61 | 4 | 7 | -1 | -1
COc1ccccc1OC(=O)c1ccc(SC)cc1OC | 8 | -9 | -3 | -4 | 3 | -2 | 0 | -5 | -1 | -2
O=C1CC(c2ccccc2Cl)CC(O)=C1C=NCCCO (centres undefined) | -4 | 10 | 2 | 3 | 1 | -3 | -3 | -1 | -2 | -2
C=C(C)COc1ccc(-c2ncncc2-c2ccccc2OC)c(O)c1 | 7 | 3 | -2 | 1 | -9 | -20 | -2 | -2 | 0 | 0
COc1ccc(-c2cccc(C(=O)Nc3ccc(C)cc3)c2)cc1 | 3 | 7 | -6 | -3 | -8 | -8 | 0 | -2 | 0 | -3
CCc1ccccc1NC(=O)N1CCC(NC(=O)C(Cc2ccc(OC)c(OC)c2)NC(C)=O)CC1 (centres undefined) | 2 | 7 | -2 | 5 | -5 | 12 | -2 | -1 | -3 | -3
COc1ccc(CCC(=O)Nc2sccc2C#N)cc1 | -2 | -13 | 1 | -6 | -7 | . | -6 | 1 | -2 | -2
Cc1cccc(C(=O)NC(=S)Nc2ccccc2C(=O)O)c1 | 6 | 4 | -1 | 3 | -6 | -1 | 3 | 2 | -3 | 2
CCCCn1c(N)c(C(=S)NC(=O)CC(C)(C)C)c(=O)n(C)c1=O | -9 | -9 | -5 | 6 | 11 | 1 | 0 | -2 | 3 | -3
COc1ccc(OC)c(-c2nc(C(=O)NCC3CCCO3)cc3c2[nH]c2ccccc23)c1 (centres undefined) | 10 | 5 | 33 | -17 | -7 | -34 | 0 | 8 | -7 | 4
C#CCNC(=O)C[C@@H]1C[C@@]2(C(=O)OC)CC(C)(C)CC=C2N(CCc2ccc(OC)c(OC)c2)C1=O | -6 | 7 | 0 | 5 | -1 | . | -7 | -3 | -3 | 0
COc1ccc(NC(=O)N2CCC(CO)(CC3CCCCO3)CC2)c(OC)c1 (centres undefined) | 0 | -3 | 0 | 8 | 2 | -3 | -2 | 2 | -1 | 0
Cc1noc(C)c1C(=O)N1CCC1(C)C(=O)NS(=O)(=O)c1ccccc1Cl (centres undefined) | 11 | 7 | 3 | 10 | 2 | . | -1 | 0 | 3 | 1
O=C(CCn1c(=O)[nH]c2ccccc2c1=O)N1CCN(c2ccc(Cl)cc2)CC1 | -8 | -1 | -11 | -2 | 2 | 4 | -3 | -3 | 4 | 2
CCCCN1C2CCCC1CC(NC(=O)C1CCCCC1)C2 (centres undefined) | 5 | -8 | 2 | 9 | 3 | 3 | -1 | -2 | -3 | 2
NS(=O)(=O)c1ccc(CNC(=O)Cc2cccs2)cc1 | -1 | 7 | 0 | 4 | 1 | 3 | -1 | 18 | 4 | 5
CCOc1ccc(N(CC(=O)NCCc2ccccc2)S(=O)(=O)c2ccccc2)cc1 | -3 | -2 | 8 | -1 | 7 | -2 | 4 | 1 | 5 | -8
N#Cc1c(/N=C/c2ccco2)oc(-c2ccccc2)c1-c1ccccc1 | -7 | -2 | -1 | 1 | -4 | -5 | 3 | 11 | 1 | 4
CC(=O)Nc1ccc(NC(=O)C2CC(=O)N(Cc3ccco3)C2)cc1 (centres undefined) | 2 | -9 | -4 | -1 | 2 | 3 | -1 | 1 | 2 | 0
CCCCC(=O)Nc1ccccc1N1CCN(c2ccc(F)cc2)CC1 | -2 | -4 | -2 | 7 | -2 | -11 | 0 | -7 | -2 | -2
CC(=O)N1N=C(c2cccc(Br)c2)OC12CCCC2 | 11 | 3 | 2 | 9 | 1 | 1 | -4 | -3 | -2 | 1
Cc1cc(C)cc(NC(=O)c2ccc(NC(=O)c3ccco3)cc2)c1 | -5 | 4 | -1 | 1 | -24 | -48 | -6 | -2 | 2 | 0
CCc1ccccc1OCc1nnc(N)s1 | 0 | 0 | -4 | -6 | -3 | -2 | 4 | -1 | -2 | 2
Cc1cc(C)cc(N(CC(=O)NCCSCc2ccccc2)S(C)(=O)=O)c1 | 1 | 2 | 2 | 2 | -9 | -5 | -2 | -4 | 2 | -3
CC(=O)Nc1ccc(C(=O)N2CCOCC2c2cc(C(=O)NCc3ccccc3)no2)cc1 (centres undefined) | 0 | -5 | -3 | -2 | 4 | . | 1 | 0 | -9 | 3
Cc1ccc(CS(=O)Cc2ccc(C(=O)N3CCOCC3)o2)cc1 (centres undefined) | 3 | -3 | 1 | -1 | -5 | 1 | 2 | -4 | 3 | -3

Compound profiles (already shown). Order of screens: TCR-CD3 inh, TDP2 inh, NPR2 activator, SIAE primary, mABHD4 FP, HTRA1 inh, MBD2 inh, rCAG binder, PRMT1 inh, LEDGF integ inh
`CC(=O)Nc1ccc(C(=O)N2CCOCC2c2cc(C(=O)NCc3ccccc3)no2)cc1` (centres undefined) is listed with 0, -5, -3, -2, 4, ., 1, 0, -9, 3
`N#Cc1c(/N=C/c2ccco2)oc(-c2ccccc2)c1-c1ccccc1` is listed with -7, -2, -1, 1, -4, -5, 3, 11, 1, 4

(next part)
SMILES | TCR-CD3 inh | TDP2 inh | NPR2 activator | SIAE primary | mABHD4 FP | HTRA1 inh | MBD2 inh | rCAG binder | PRMT1 inh | LEDGF integ inh
CCCCN(C(=O)c1ccc(Cl)c([N+](=O)[O-])c1)c1c(N)n(CCC)c(=O)[nH]c1=O | -4 | -5 | 1 | -6 | -6 | 5 | 0 | 1 | 5 | -1
CN1CCC(=O)N([C@H](CSc2ccccc2)Cc2ccccc2)CC1 | 7 | -6 | 0 | 3 | 4 | -1 | 1 | -7 | 0 | 0
COc1ccc(NC(=O)OCCN2CCCC23CCC(c2ccccc2)CC3)cc1 (centres undefined) | . | 8 | -11 | 8 | 0 | . | 1 | . | 0 | 1
O=C(C1CCCCC1)N1CCCn2c1nc1ccccc12 | 5 | 6 | 4 | -1 | 0 | -2 | 4 | -9 | -2 | 1
CCCCCn1c(=O)[nH]c2cc(C(=O)NCc3ccco3)ccc2c1=O | 5 | -13 | -1 | -9 | -8 | -16 | -3 | 3 | -2 | -2
COC(=O)c1[nH]c(C)c(/C(O)=C2\C(=O)C(=O)N(CCN(C)C)C2c2cccs2)c1C (centres undefined) | -4 | -1 | 3 | 3 | -3 | -2 | 0 | -1 | -1 | -2
O=C(NCCc1c[nH]c2ccccc12)c1ccc(F)cc1F | 8 | 1 | -1 | 2 | -3 | 0 | 2 | -2 | 4 | 4
O=C(CNC1CCCCCC1)Nc1ccccc1N1CCOCC1 | 2 | -4 | 0 | 8 | 5 | -4 | 4 | -7 | -2 | 3
O=C(Nc1nc(OCC(F)(F)F)cnc1/C=C\c1ccccc1)c1ccsc1 | 3 | -1 | -1 | 1 | -2 | . | -1 | 1 | 0 | 0
O=C(CSc1nnc(-c2ccccc2O)o1)N1CCCCC1 | -1 | -8 | -5 | 7 | 10 | -3 | 0 | 6 | 0 | -3
CCOc1cc(/C=C2\CCCC(C(=O)C(F)(F)F)=C2O)ccc1O | -2 | 2 | -7 | 7 | 12 | 18 | 1 | 3 | 6 | 2

Compound activity (PubChem BioAssay)

Only part of the results is shown (hit frequency here may not be typical).
